CCR6 antag: antagonists of human CCR6 receptor; P51684; CHO-K1 CCR6 PathHunter beta-arrestin, luminescence, CCL20-stimulated; inhibition, % at 20 µM; hit rate 0.49% among 340,000;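 active means compounds whose inhibition of the agonist-driven luminescence signal at 20 µM reaches about 50%, limit read from the data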;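 further: cells stimulated with CCL20 at 14 nM final; plate controls were DMSO with CCL20 for no effect and DMSO without agonist for full effect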
Target sequence (P51684 whole entry, looked up): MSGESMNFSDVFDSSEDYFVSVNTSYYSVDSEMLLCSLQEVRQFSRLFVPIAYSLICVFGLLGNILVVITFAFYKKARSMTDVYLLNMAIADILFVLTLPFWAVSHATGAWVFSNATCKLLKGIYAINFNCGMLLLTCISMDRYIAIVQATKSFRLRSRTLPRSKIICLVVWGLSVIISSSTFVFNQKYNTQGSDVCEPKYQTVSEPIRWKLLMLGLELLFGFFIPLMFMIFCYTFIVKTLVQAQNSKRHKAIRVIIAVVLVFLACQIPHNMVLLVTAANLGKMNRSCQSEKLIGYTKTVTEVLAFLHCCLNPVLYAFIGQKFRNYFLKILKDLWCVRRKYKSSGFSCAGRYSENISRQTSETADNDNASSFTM
EBI2 block: antagonists of human EBI2 receptor; P32249; EBI2 beta-arrestin recruitment, luminescence, 7a,25-OHC stimulated; inhibition, % at 5 µM; hit rate 0.81% among 360,000; AID 651636; in the data active means inhibition above about 38%;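 further: enzyme fragment complementation signal reports receptor beta-arrestin coupling in cells; 0% = agonist plus DMSO wells and 100% = wells without agonist; some results beyond the cut were filed as inactive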
Target sequence (P32249 whole entry, looked up, the tested form may be a part): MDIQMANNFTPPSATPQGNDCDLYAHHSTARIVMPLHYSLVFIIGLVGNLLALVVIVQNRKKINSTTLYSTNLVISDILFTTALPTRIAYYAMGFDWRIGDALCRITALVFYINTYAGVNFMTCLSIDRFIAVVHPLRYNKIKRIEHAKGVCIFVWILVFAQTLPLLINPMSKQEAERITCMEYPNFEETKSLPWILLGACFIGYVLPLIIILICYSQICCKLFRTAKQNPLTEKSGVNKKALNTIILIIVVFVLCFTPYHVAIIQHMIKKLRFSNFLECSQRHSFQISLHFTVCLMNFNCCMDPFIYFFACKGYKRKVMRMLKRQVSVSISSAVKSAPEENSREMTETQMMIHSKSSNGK
Gli-Sufu block: Gli-Sufu pathway antagonism. Sufu-KO-LIGHT fibroblasts, Gli luciferase reporter luminescence. inhibition, % at 5 µM. hit rate 0.74% among 340,000. AID 588413;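 active means inhibition above about 55%, limit read from the data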;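 further: 0% = DMSO-treated cells and 100% = wells with medium but no cells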
697 NFkB inh: lowers PMA/ionomycin-induced NF-kB signal in 697 B cells | 697 B-cell NF-kB luciferase reporter, 16 h | hit rate 0.33% among 330,000 | inhibition, % at 4 µM; in the data active means inhibition above about 35%
UBC13 inh: inhibitors of human UBC13 polyubiquitin chain formation; AID 485273; TR-FRET; hit rate 0.47% among 330,000; inhibition, % at 20 µM; P61088; in the data active means inhibition above about 45%, passing the limit was not always enough
Jurkat NFkB inh: inhibitors of the PMA/ionomycin-induced NF-kB reporter in Jurkat cells | AID 435003 | PMA/ionomycin-induced NF-kB luciferase reporter, luminescence | hit rate 0.53% among 330,000 | inhibition, % at 4 µM
Apaf1 inhib: human Apaf-1 inhibition; O14727; reconstituted apoptosome caspase-3 activity, DEVD-Rh110 fluorescence; inhibition, % at 20 µM; hit rate 0.71% among 330,000; active means inhibition of at least 40% at 20 µM;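 further: plate controls were DMSO wells for no effect and DEVD-CHO caspase inhibitor wells for full effect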
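Assay system – apoptosome proteins · Medium – Hepes buffer, pH 7.5 · Also added – cytochrome c with DEVD-Rh110 · Timing – 30 min compound preincubation, 50 min activation, room temperature · Detection – Rh110 fluorescence, excitation 480 nm, emission 540 nm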
SENP8 block: inhibitors of human SENP8 protease; Q96LD8; hit rate 1.2% among 330,000; inhibition, % at 10 µM; AID 2540; purified SENP8, Z-RLRGG-aminoluciferin cleavage, luminescence
Target sequence (Q96LD8 whole entry, looked up): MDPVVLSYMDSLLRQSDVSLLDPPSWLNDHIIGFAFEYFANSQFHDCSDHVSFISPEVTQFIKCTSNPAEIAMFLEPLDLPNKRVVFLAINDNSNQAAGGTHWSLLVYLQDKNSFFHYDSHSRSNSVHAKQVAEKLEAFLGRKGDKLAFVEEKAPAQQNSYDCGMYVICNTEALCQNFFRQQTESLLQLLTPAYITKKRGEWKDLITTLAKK
Active calls of the source: *; . = no result given. Unless noted, no stated cut-off is given here; in the data, active means inhibition above about 50%; inactive means the rest.

Results follow in this order: CCR6 antag | EBI2 block | Gli-Sufu block | 697 NFkB inh | UBC13 inh | Jurkat NFkB inh | Apaf1 inhib | SENP8 block
> CCCN(CCC)S(=O)(=O)c1ccc(C(=O)N2CCN(C)CC2)cc1
  -5.4 | -1.6 | -9.2 | -0.8 | -0.3 | 2.7 | -9.9 | 9.6
> CC(C)=CCc1c(O)cc(O)c2c1OC(c1ccc(O)cc1)CC2=O (stereo not drawn)
  -8.6 | 10.6 | 0.6 | 14.2 | 5.5 | -7.0 | -11.4 | 2.4
> Cc1cc(NC(=O)c2cnn3c(C(F)(F)F)cc(-c4ccccc4)nc23)no1
  -0.3 | 5.9 | 18.7 | 12.2 | 0.1 | 7.8 | 2.7 | 4.8
> Cc1nn(C(=O)CCC(=O)NCc2cccc(F)c2)c2ccccc12
  7.7 | 10.1 | -3.0 | -8.6 | -2.1 | 7.5 | 3.5 | -6.1
> O=C(O)C1CC(c2ccccc2F)=NO1 (stereo not drawn)
  5.6 | -1.5 | 3.8 | 5.6 | 0.2 | -1.1 | -16.0 | -1.2
> CC(C)(C)c1[nH]c2ccccc2c1/C=N/O
  -2.5 | -19.0 | -12.5 | -2.8 | 1.1 | 6.4 | -9.4 | -0.3
> Cc1cccc(C)c1NC(=O)CN(C1CCCCC1)S(C)(=O)=O
  13.1 | -12.9 | 0.7 | 0.8 | -5.3 | 3.0 | -7.1 | -12.4
> O=C(CNC(=O)c1ccco1)Nc1ccncc1
  9.2 | -12.6 | -7.6 | -38.4 | -3.9 | -3.7 | -2.5 | -1.5
> COc1ccc(C(O)P(=O)(OC2CCCCC2)c2ccc(N(C)C)cc2)cc1OC (stereo not drawn)
  -0.8 | -6.3 | 4.3 | -3.9 | -1.1 | 3.2 | 10.5 | 2.0
> Cc1ccc(C(C)C)cc1OCC(=O)NC1CCCCCCC1
  15.0 | 26.4 | 2.0 | -0.6 | -3.0 | -1.5 | 29.0 | -10.5
> Cc1[nH]c(=O)c(C(=O)/C=C/c2ccccc2)c2c1CCCC2
  -0.1 | -9.4 | -0.5 | 20.7 | 1.8 | 5.2 | -10.5 | 2.6
> COc1cc(/C=N/N2C(=O)C3C4c5ccccc5C(c5ccccc54)C3C2=O)ccc1O (stereo not drawn)
  8.2 | 2.4 | 3.1 | -1.3 | -5.2 | 3.1 | 11.3 | -0.2
> Cc1ccc(S(=O)(=O)N2CCOCC2)cc1NC(=O)COC(=O)c1ccc2c(c1)OCCO2
  -8.1 | 1.5 | 27.6 | 12.3 | -4.9 | -2.3 | 2.2 | -5.4
> Cc1ccc(OCc2ccc(C(=O)NN)o2)c([N+](=O)[O-])c1
  -2.8 | -5.6 | -1.4 | 5.9 | 1.3 | -16.0 | -11.5 | 10.1
> CCC1=Nc2cc(C(=O)NCc3ccco3)ccc2Sc2ccc(Cl)cc21
  43.6 | -9.9 | 52.4 | -9.1 | -3.4 | 21.7 | 4.7 | 2.5
> O=C(CCNC(=O)c1ccc(Br)o1)NC1CCCC1
  -0.1 | -8.9 | 0.8 | 13.8 | 0.2 | 15.3 | -14.5 | -5.2
> O=C(CN1C(=O)CSC1=O)NC1CCCCC1
  2.2 | -3.0 | 5.8 | 14.7 | 0.1 | 4.9 | -1.8 | -5.0
> N=c1c(C(=O)NC2CCCCC2)cc2c(=O)n3ccccc3nc2n1CC1CCCO1 (stereo not drawn)
  24.4 | 15.0 | 26.9 | 18.7 | 8.9 | 42.8 | 1.7 | 0.3
> O=C(CNC(=O)c1cccc(Br)c1)N/N=C/c1ccc[nH]1
  2.4 | 0.5 | 3.6 | 8.3 | -7.0 | 14.8 | 1.8 | -3.3
> Cc1ccc(C(C)C)c(OCC(=O)NN=C(CCl)CCl)c1
  . | . | . | 1.6 | -3.4 | -5.5 | 6.0 | 1.5
> O=C(COC(=O)/C=C/c1ccc(Cl)cc1)NCCc1ccccc1
  -13.1 | -3.4 | 37.1 | -1.5 | -3.2 | -4.3 | -3.5 | -6.8
> O=C(CN1CCN(c2ccccn2)CC1)Nc1ccccc1F
  4.8 | -7.7 | 1.6 | 13.5 | -1.3 | 5.9 | 3.7 | -4.1
> COc1cc2nc(CN(C)Cc3ccc(SC)cc3)[nH]c(=O)c2cc1OC
  12.6 | 18.3 | 5.1 | -10.9 | -7.7 | -0.2 | -19.4 | -3.4
> CC[n+]1c(C)sc2cc(C)ccc21
  5.1 | 4.2 | 32.4 | -8.3 | -1.9 | -3.1 | 2.4 | 8.0
> COc1ccc(C2C(C(=O)c3cccs3)=C(O)C(=O)N2c2nnc(C)s2)cc1OC (stereo not drawn)
  15.9 | 0.4 | -1.3 | 22.2 | -43.7 | 5.2 | -10.5 | 4.0
> CCCCNc1cc(C)oc(=O)c1C(C)=O
  7.0 | -0.6 | -5.1 | 14.2 | 10.0 | -7.8 | -8.9 | -2.3
> O=C(Nc1nncs1)C12CC3CC(CC(C3)C1)C2
  7.3 | -7.7 | 4.3 | 6.4 | 4.3 | -10.1 | 2.9 | -2.3
> CCN(C(=O)COC(=O)CSc1ccc(C(N)=O)cc1[N+](=O)[O-])C1CCCCC1
  19.7 | 11.5 | -14.6 | 6.1 | 3.5 | -4.3 | 1.4 | -5.0
> CN(Cc1cccc(Cl)c1Cl)CC(O)COc1ccccc1 (stereo not drawn)
  5.2 | 12.1 | 2.3 | 10.6 | -2.4 | -13.9 | 11.5 | -8.7
> COc1ccc(CNC(=O)C2CC(c3ccc(OC)cc3)=NO2)cc1 (stereo not drawn)
  -9.3 | 15.1 | -1.0 | -9.1 | 1.7 | 11.5 | 14.9 | -7.5

Some of the entries above in another layout:
O=C(CN1C(=O)CSC1=O)NC1CCCCC1
  CCR6 antag: 2.2	EBI2 block: -3.0	Gli-Sufu block: 5.8	697 NFkB inh: 14.7	UBC13 inh: 0.1	Jurkat NFkB inh: 4.9	Apaf1 inhib: -1.8	SENP8 block: -5.0
CC(C)(C)c1[nH]c2ccccc2c1/C=N/O
  CCR6 antag: -2.5	EBI2 block: -19.0	Gli-Sufu block: -12.5	697 NFkB inh: -2.8	UBC13 inh: 1.1	Jurkat NFkB inh: 6.4	Apaf1 inhib: -9.4	SENP8 block: -0.3

(listing goes on)
Structure	CCR6 antag	EBI2 block	Gli-Sufu block	697 NFkB inh	UBC13 inh	Jurkat NFkB inh	Apaf1 inhib	SENP8 block
CCN(CC)CCSc1nc(O)c(Cc2ccccc2)c(=O)n1-c1ccccc1	6.3	-10.5	4.3	8.6	-2.6	4.3	2.0	-1.2
CN(C)C(=O)Cn1cc(S(=O)(=O)Cc2ccccc2)c2ccccc21	4.6	2.1	-7.5	-1.9	0.7	2.5	1.4	18.9
CC1=NN(c2cccc(F)c2)C(=O)/C1=C/c1ccc(N(C)C)cc1	9.2	15.6	-6.0	-8.4	-102.2	1.4	7.0	5.8
COC(=O)c1ccc(CSc2nnc(NC(=O)c3cc4c(s3)CCCC4)s2)cc1	-2.2	1.3	2.0	-105.1	-12.2	-69.5	25.0	0.8
CS(=O)(=O)c1ccc(NS(=O)(=O)c2ccc3ccccc3c2)cc1	8.3	-8.5	.	4.0	8.3	2.5	-3.3	2.5
NS(=O)(=O)c1ccc(CCNCc2cccs2)cc1	3.8	-8.3	0.7	13.0	2.5	-11.5	-0.7	-3.8
Cc1ccc(NC(=O)CCC(=O)OC(C)C(=O)c2ccccc2)cc1 (stereo not drawn)	8.9	-12.6	-2.1	1.3	-12.6	-3.2	-5.3	-0.1
CSCc1cc(N2CCOCC2)nc(-c2ccccc2)n1	3.0	-1.3	-2.1	-7.2	5.1	4.4	2.8	-8.7
NS(=O)(=O)c1ccc(-c2c(-c3ccccc3)sc3ccccc23)cc1	2.2	3.3	-14.8	15.1	9.5	7.8	17.6	1.4
CC1(C)Cc2cccc(OCC(=O)OCC(=O)Nc3ccccc3)c2O1	5.1	2.1	-7.4	7.4	2.0	15.8	6.3	15.8
COc1cccc(CN(C)C(=O)c2sccc2-c2ccccc2)c1OC	13.8	12.9	4.7	28.7	-0.5	6.0	11.8	3.8
COc1cccc(C(=O)N(c2ccc(OC)cc2OC)C2C=CS(=O)(=O)C2)c1 (stereo not drawn)	3.9	-15.1	3.5	16.2	3.9	-11.6	-0.3	3.6
O=C(C1CCCN(Cc2cccc(F)c2)C1)N1CCCCC1 (stereo not drawn)	5.8	4.5	8.3	7.0	0.8	0.4	-5.8	-8.6
C=CCNc1nnc(SCC(=O)Nc2ccccc2OC)c2ccccc12	0.3	2.1	-0.6	-21.4	2.8	-10.4	0.7	-0.2
CCOC(=O)C(NC(=O)c1ccc(OC)cc1)(N1CCOCC1)C(F)(F)F (stereo not drawn)	2.0	-0.3	2.7	-2.3	19.6	8.0	-14.6	-5.7
C=CCN(c1ccccc1)S(=O)(=O)c1ccc2c(c1)oc(=O)n2C	18.2	-4.9	-7.7	-31.2	-3.0	-11.7	20.7	-11.7
O=C(Nc1cccc(S(=O)(=O)N2CCCCCC2)c1)c1ccc(=O)[nH]c1	12.2	-3.5	-4.3	-12.0	4.9	10.5	-11.0	4.7
COc1ccc(CC(=O)Nc2nnc(C)s2)cc1	15.1	6.1	8.9	16.3	3.5	0.4	-13.9	1.7
O=C(COC(=O)COc1ccc(Cl)cc1)Nc1ncc(Br)s1	13.1	2.2	-8.2	-3.7	-1.5	0.5	-1.9	-1.2
O=C(O)/C=C(\Oc1ccccc1)C1(O)CCCCC1	7.0	-6.2	5.8	10.3	3.6	1.1	-14.0	1.2
CCOC(=O)CCSc1nc(C)c2ccccc2n1	-1.5	9.6	-7.7	-6.2	6.0	2.7	10.6	-7.3
Cc1cccc(NC(=O)CC2NC3CCCCC3NC2=O)c1 (stereo not drawn)	8.2	1.0	2.9	4.3	9.0	6.3	-5.9	-1.4
O=C(Nc1ccccc1)NC1CCCc2ccccc21 (stereo not drawn)	-7.9	-2.8	-3.9	-11.4	-6.8	-4.8	0.8	-6.8
NS(=O)(=O)c1ccc(CCNC(=O)COC(=O)CN2C(=O)C3CCCCC3C2=O)cc1 (stereo not drawn)	1.4	10.0	9.4	18.1	-2.5	14.9	-7.0	10.6
COc1ccc(CCNC(=O)C2CCN(S(=O)(=O)c3ccc(Cl)cc3)CC2)cc1OC	3.8	4.8	-22.1	-9.0	2.5	10.2	-3.6	5.2
Cc1ccc(NC(=O)COC(=O)CC2CCCC2)cc1F	8.6	1.4	0.7	22.2	7.3	11.5	0.9	-1.7
C(=N\N=C\c1ccncc1)/c1ccncc1	-3.0	1.7	0.7	4.6	0.6	-1.2	0.7	-7.2
CCCC(=O)NC(c1ccc(OC)cc1)c1ccc2cccnc2c1O (stereo not drawn)	-1.2	5.1	46.8	-16.8	-7.0	62.0*	-17.3	3.1
COCCN1Cc2cccc(C(=O)Nc3ccc4c(c3)OCCO4)c2C1=O	-0.1	1.4	7.1	-12.7	-9.1	-22.7	-0.6	-4.5
Cc1ccsc1/C=N/NC(=O)C1CC(=O)N(c2ccccc2)C1 (stereo not drawn)	9.4	-1.8	2.0	10.6	1.7	10.8	3.3	3.4

Ordered by value in EBI2 block (ascending): some entries from above.
SMILES	CCR6 antag	EBI2 block	697 NFkB inh	UBC13 inh	Jurkat NFkB inh
NS(=O)(=O)c1ccc(CCNCc2cccs2)cc1	3.8	-8.3	13.0	2.5	-11.5
O=C(COC(=O)COc1ccc(Cl)cc1)Nc1ncc(Br)s1	13.1	2.2	-3.7	-1.5	0.5
NS(=O)(=O)c1ccc(-c2c(-c3ccccc3)sc3ccccc23)cc1	2.2	3.3	15.1	9.5	7.8
O=C(C1CCCN(Cc2cccc(F)c2)C1)N1CCCCC1 (stereo not drawn)	5.8	4.5	7.0	0.8	0.4
COc1cccc(CN(C)C(=O)c2sccc2-c2ccccc2)c1OC	13.8	12.9	28.7	-0.5	6.0

Next part
Structure	CCR6 antag	EBI2 block	Gli-Sufu block	697 NFkB inh	UBC13 inh	Jurkat NFkB inh	Apaf1 inhib	SENP8 block
COc1cccc(C(=O)Nc2ccc(Oc3cccc(C(F)(F)F)c3)nc2)c1	9.1	11.5	4.6	-52.3	2.5	4.2	5.7	-1.9
O=C(Cn1cnc2ccccc2c1=O)NCc1cccs1	-7.0	-0.9	-5.7	-5.0	-3.0	1.1	-7.0	2.9
O=c1[nH]n(-c2ccccn2)c(=O)c2ccccc12	-7.2	-0.9	4.5	20.6	5.6	13.5	-4.7	-1.7
Cc1ccc(C(=O)Nc2ccc(N3CCN(C)CC3)cc2)cc1C	15.2	-5.1	6.9	-109.2	9.6	-95.2	-1.0	0.6

Some of the compounds tested. The share of hits here may be higher or lower than overall.
